Screens: PubChem BioAssay, National Center for Advancing Translational Sciences (NCATS)
AID inh: Primary qHTS assay for inhibitors of Activation Induced Cytidine Deaminase (AID): AID signal; AID 1347428, 2020; hit rate 0.32% among 91,000; Single-stranded DNA cytosine deaminase (Homo sapiens), Q9GZX7; AID deamination FRET fluorescence, UDG-coupled, 4 h; Potency, µM (titrated, usually from 115 µM), without a hit: at the highest dose activity change, negative = inhibition, actives largely listed as inhibitors; also: nearly all actives have a fitted effect of over 25% in size
Target sequence (Q9GZX7 whole entry, looked up): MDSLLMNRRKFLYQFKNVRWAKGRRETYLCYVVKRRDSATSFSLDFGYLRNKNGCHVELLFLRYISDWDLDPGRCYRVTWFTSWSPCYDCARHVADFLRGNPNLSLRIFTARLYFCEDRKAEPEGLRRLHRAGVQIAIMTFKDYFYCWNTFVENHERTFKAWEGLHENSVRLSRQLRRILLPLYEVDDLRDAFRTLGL
UDG counterscr: Primary qHTS assay for inhibitors of Activation Induced Cytidine Deaminase (AID): UDG Counterscreen signal. Uracil-DNA glycosylase. FRET deamination/UDG coupled assay, UDG read, 4 h. Potency, µM (titrated, usually from 115 µM), without a hit: top-dose activity change, negative = inhibition, most hits filed as inhibitors. hit rate 0.14% among 91,000; also: nearly all actives have a fitted effect of over 65% in size
* = called active by the depositor; & = joins results of further samples; [ ] = remark or other dose. Calls follow the shape of the dose curve; as a rule, active = well fitted curve in the direction sought with a large enough effect; inconclusive = small, poorly fitted or top-dose-only effect, or another doubt; inactive = no such curve, though single readings can be large; an effect the other way counts as inactive or inconclusive. % is scaled to controls: 0 for no effect and ±100 for the full control effect; potency is read from the fitted curve at half-maximal effect. Not all compounds are listed. The share of hits here may be higher or lower than overall.

`CCN(CC(=O)Nc1c(F)cccc1F)Cc1ncc(-c2ccc(Cl)cc2)o1` gave AID inh -5% and UDG counterscr 0%.
Screening CCCCNC(=O)C1CCN(S(=O)(=O)c2ccc3c(ccn3CC)c2)CC1 returned AID inh 27% and UDG counterscr -3%.
Cc1cc(N2CCCCC2)nc2ccc(NC(=O)c3cccc(Cl)c3)cc12 was read as AID inh -12% and UDG counterscr -1%.
`COc1ccc(OC)c(-c2cc3ccc(OC)cc3oc2=O)c1` gave AID inh -4% and UDG counterscr 5%.
CCOC(=O)c1cc(-c2ccco2)nc2c1c(C)nn2-c1cccc(Cl)c1 was read as AID inh -14% and UDG counterscr -14%.
Cc1cccc(C(=O)n2nc(-c3ccco3)nc2NCc2ccccc2)c1 was read as AID inh 39%[activator] and UDG counterscr 4%.
Screening Cc1cc(N2CCN(C)CC2)nc2ccc(NC(=O)c3ccccc3F)cc12 returned AID inh 9% and UDG counterscr -1%.
`COc1ccc(-c2nc3c4ccccc4n(CC(=O)Nc4cc(F)ccc4F)c(=O)n3n2)cc1` gave AID inh -3% and UDG counterscr -5%[57.5 µM].
Screening CCOC(=O)c1cncc(C#N)c1 returned AID inh 2% and UDG counterscr -8%.
Screening Cc1c2cnn(CC(=O)NCC(C)c3ccccc3)c(=O)c2c(C)n1Cc1cccc(Cl)c1 (centres undefined) returned AID inh -15% and UDG counterscr -5%.
COC(=O)c1ccc(COC(=O)c2cc(F)c(F)cc2Cl)cc1 was read as AID inh -21% and UDG counterscr -7%.
For Cc1ccc(-c2nc(-c3cc4cccc(OCc5ccc(F)cc5)c4oc3=O)no2)cc1 the results were AID inh 92%[activator] and UDG counterscr 3%.
For Cc1nnc2c3ccccc3nc(N3CCN(c4ccccc4)CC3)n12 the results were AID inh 4% and UDG counterscr 13%.
Screening Cc1ccc(N2CC(c3nnc(Cc4ccc(Cl)cc4)o3)CC2=O)cc1 (centres undefined) returned AID inh -26% and UDG counterscr -6%.
For Cc1nn(Cc2cccc(C(F)(F)F)c2)c(C)c1NS(=O)(=O)c1c(C)nn(C(F)F)c1C the results were AID inh 1% and UDG counterscr -5%.

6 compounds out of the list, sorted by SMILES length, ascending:
`COc1ccc(OC)c(-c2cc3ccc(OC)cc3oc2=O)c1` gave AID inh -4% and UDG counterscr 5%.
For Cc1nnc2c3ccccc3nc(N3CCN(c4ccccc4)CC3)n12 the results were AID inh 4% and UDG counterscr 13%.
Cc1cccc(C(=O)n2nc(-c3ccco3)nc2NCc2ccccc2)c1 was read as AID inh 39%[activator] and UDG counterscr 4%.
Screening Cc1ccc(N2CC(c3nnc(Cc4ccc(Cl)cc4)o3)CC2=O)cc1 (centres undefined) returned AID inh -26% and UDG counterscr -6%.
Screening Cc1cc(N2CCN(C)CC2)nc2ccc(NC(=O)c3ccccc3F)cc12 returned AID inh 9% and UDG counterscr -1%.
For Cc1ccc(-c2nc(-c3cc4cccc(OCc5ccc(F)cc5)c4oc3=O)no2)cc1 the results were AID inh 92%[activator] and UDG counterscr 3%.

Continuation:
`CCOC(=O)c1ccc(NS(=O)(=O)c2ccc3c(c2)OCCO3)cc1` gave AID inh 2% and UDG counterscr -19%.
For Cc1ccc(Cn2c(CNS(=O)(=O)c3ccc(C(C)(C)C)cc3)nc3cccnc32)cc1 the results were AID inh 14% and UDG counterscr -6%.
For COc1ccc(OC)c(S(=O)(=O)n2nc(C)c(S(=O)(=O)N(C)c3ccccc3)c2C)c1 the results were AID inh 4% and UDG counterscr 7%.
Screening CCc1cc2c(CN3CCN(C)CC3)cc(=O)oc2cc1O returned AID inh -1% and UDG counterscr 0%.
Screening CCOc1ccc(-n2cc(-c3ccccc3)c3c(N4CCC(C)CC4)ncnc32)cc1 returned AID inh -16% and UDG counterscr -9%[57.5 µM].
Screening N#C/C(=C\c1ccc(OC(=O)C2CC2)cc1)C(=O)Nc1cccc(C(F)(F)F)c1 returned AID inh 3% and UDG counterscr 1%.
Screening CCOc1ccc2ncc(S(=O)(=O)c3ccccc3)c(N3CCCCCC3)c2c1 returned AID inh -29% and UDG counterscr -14%.
Screening Cc1nc2c(C)cccn2c(=O)c1Cc1nnc(SCC(=O)Nc2ccc(C(C)C)cc2)n1C returned AID inh -5% and UDG counterscr 2%.
For CS(=O)(=O)c1cc(C(=O)NCCc2cccs2)ccc1Cl the results were AID inh 5% and UDG counterscr -1%.
Screening O=C(NCCc1nc2ccccc2n1Cc1ccc(Cl)cc1)c1ccccc1 returned AID inh 0% and UDG counterscr -20%[57.5 µM].
CCc1cc2c(=O)c(Oc3ccc(F)cc3)c(C(F)(F)F)oc2cc1OC(C)=O was read as AID inh -8% and UDG counterscr 6%.
Screening COc1ccc(-c2nc3ccccc3n3c(-c4cccc(C)c4)c4c(=O)n(C)c(=O)n(C)c4c23)cc1 returned AID inh inconclusive and UDG counterscr -23%[57.5 µM].
Cn1nc(C(=O)OCC(=O)Nc2ccc(OCc3ccccc3)cc2)c2ccccc2c1=O was read as AID inh -11% and UDG counterscr -1%.
Screening COc1cc(-c2cc3n(C)c(C)c(CCC(=O)NC4CCCCC4)c(=O)n3n2)cc(OC)c1OC returned AID inh 6% and UDG counterscr 7%.
For COc1ccc(C(=O)c2ccccc2)c(OC(=O)c2ccccc2Sc2ccccc2C#N)c1 the results were AID inh 2% and UDG counterscr 3%.
Screening N#Cc1nc(/C=C/c2ccc(F)cc2)oc1NCCCN1CCOCC1 returned AID inh -4% and UDG counterscr -2%.
For O=Cc1ccccc1-c1ccccc1C(=O)O the results were AID inh 61%[activator] and UDG counterscr -7%.
For CCCC(=O)Oc1ccc2oc(-c3ccc(OC)cc3)cc(=O)c2c1 the results were AID inh -7% and UDG counterscr -3%.
For COc1ccc2cnn(CC(=O)Nc3cccc(Cl)c3Cl)c(=O)c2c1OC the results were AID inh 2% and UDG counterscr 3%.
Cc1cc(Nc2ccc(Cl)c(Cl)c2)nc(-c2ccccc2O)n1 was read as AID inh 11% and UDG counterscr 7%.
Cc1cccc(N2CCN(S(=O)(=O)c3cc(C(=O)Nc4ccc(Oc5ccccc5)cc4)ccc3F)CC2)c1C was read as AID inh 0% and UDG counterscr -6%.
COc1cc(OC)cc(C(=O)NCc2ccc3c(c2)CCN3C(=O)c2ccccc2)c1 was read as AID inh -8% and UDG counterscr -5%.
For COc1ccccc1C(=O)OC(c1ccc(NC(=O)c2ccc(OC(F)F)cc2)cc1)(C(F)(F)F)C(F)(F)F the results were AID inh -11% and UDG counterscr -7%.
For COc1cccc(N=C2SC(C(=O)Nc3cccc(Cl)c3)CC(=O)N2C)c1 (centres undefined) the results were AID inh 5% and UDG counterscr 2%.
`CCOC(=O)c1ccc(NC(=O)CCn2c(=O)c3cccn3c3cccnc32)cc1` gave AID inh -14% and UDG counterscr 5%.
`Cc1ccc2c(c1)Oc1ccc(S(=O)(=O)N(C)Cc3ccccc3)cc1C(=O)N2` gave AID inh 8% and UDG counterscr 13%.
CC(C)c1cc(=O)oc2cc(OS(=O)(=O)c3ccc(S(C)(=O)=O)cc3)ccc12 was read as AID inh -3% and UDG counterscr -4%.
For Cc1ccc(Cl)cc1N(C)C(=O)c1cc2ccc3cccnc3c2[nH]1 the results were AID inh inconclusive and UDG counterscr -17%.
`Cc1cccc(C)c1-n1ncc(C(=O)NCCCN2CCC(C)CC2)c1C1CCN(C(=O)OC(C)(C)C)CC1` gave AID inh -16% and UDG counterscr -2%.
Screening CC(Sc1ccc2c(c1)OCCCO2)C(=O)c1c[nH]c2ccccc12 (centres undefined) returned AID inh -3% and UDG counterscr -3%.
Screening O=C(CCc1ncc(-c2ccc(F)cc2)o1)N1CCN(c2ccc([N+](=O)[O-])cc2)CC1 returned AID inh -5% and UDG counterscr 0%.
For COC(=O)/C(C#N)=C/c1ccc(-c2ccc(Br)cc2)o1 the results were AID inh 11% and UDG counterscr 5%.
Screening Cc1ccc(-c2cc(C(=O)NC(C)CCc3ccccc3)c3cc(Br)ccc3n2)cc1 (centres undefined) returned AID inh -1% and UDG counterscr 2%.
`CC(C)c1ccccc1OCC(O)Cn1cnc2c(cnn2-c2ccc(F)cc2)c1=O` (centres undefined) gave AID inh -4% and UDG counterscr 0%.
For CCCN(CCC)c1ccc(NS(=O)(=O)c2ccc(C(C)=O)cc2)cc1C(=O)O the results were AID inh 14% and UDG counterscr 3%.
Screening CC(C)NC(=O)/C(C#N)=C\c1cccc(/C=C(/C#N)C(=O)NC(C)C)c1 returned AID inh -8% and UDG counterscr -7%.
CC1N(O)C(C)(C)C(c2ccc(Cl)cc2)=[N+]1[O-] (centres undefined) was read as AID inh 1% and UDG counterscr 10%.
Screening CSc1ccc(CCNC(=O)Cn2ccc3cc(S(=O)(=O)N4CCCCCC4)ccc32)cc1 returned AID inh -12% and UDG counterscr -21%.
O=C(Nc1ccc(NC(=O)C(F)(F)C(F)(F)OC(F)(F)F)cc1)C(F)(F)C(F)(F)OC(F)(F)F was read as AID inh 3% and UDG counterscr -3%.
Screening Cc1cc(Cl)ccc1NC(=O)Cc1c[nH]c2ccccc12 returned AID inh 0% and UDG counterscr 0%.
N#Cc1nc(-c2ccco2)oc1N1CCC(C(=O)NC2CCCCCCC2)CC1 was read as AID inh -13% and UDG counterscr -2%.
Screening Cc1c(O)ccc2c(CN3CCN(c4ccccc4F)CC3)cc(=O)oc12 returned AID inh -6% and UDG counterscr -10%.
`CCCCN(CC)C(=O)c1ccc2c(c1)NC(=O)c1ccccc1S2` gave AID inh -1% and UDG counterscr 18%.
CC(C)(C)c1cc(/C=C(\C#N)C(N)=S)cc(C(C)(C)C)c1O was read as AID inh 11% and UDG counterscr 2%.
For COc1ccccc1NC(=O)CN1C(=O)C(c2ccc(F)cc2)=NC12CCCCC2 the results were AID inh inconclusive and UDG counterscr -15%.
Cc1ccc(N2CCn3c2nc2c3c(=O)n(Cc3cccc(Cl)c3)c(=O)n2C)cc1C was read as AID inh -2% and UDG counterscr 0%.
`O=C(NC1CCCCC1)c1cccc(NC(=O)C2CC2)c1` gave AID inh -1% and UDG counterscr 4%.
Screening Cc1ccc(OCn2ccc(C(=O)NCc3cnn(C)c3)n2)c(C)c1 returned AID inh 6% and UDG counterscr 0%.
Screening CCc1nc2ccc(C(=O)N3CCN(c4ccc(Cl)cc4)CC3)cc2nc1CC returned AID inh inconclusive and UDG counterscr 0%.
For CCOc1ccc(N2CC(c3nc(-c4ccccn4)no3)CC2=O)cc1 (centres undefined) the results were AID inh 3% and UDG counterscr 7%.
`Cn1cc(C(=O)NCc2ccc(F)cc2)c(=O)c2cc(S(=O)(=O)N3CCCCC3)ccc21` gave AID inh -23%[57.5 µM] and UDG counterscr -7%[57.5 µM].
For Cc1cccc(N2CCN(S(=O)(=O)c3ccc4c(c3)CCCN4C(=O)C3CCC3)CC2)c1C the results were AID inh -21% and UDG counterscr -12%.
`C/C(=N\O)c1ccc(OCC(O)CNC(C)C)cc1` (centres undefined) gave AID inh -6% and UDG counterscr 2%.
`NNc1ccc(Cc2ccc(NN)cc2)cc1` gave AID inh 8% and UDG counterscr -4%.
COc1ccc2oc(=O)c(-c3cn4c(n3)sc3cc(OC)ccc34)cc2c1 was read as AID inh -1% and UDG counterscr -1%.
CC(Oc1ccc(-c2ccccc2)cc1)C(=O)NC(C)(C#N)C(C)C (centres undefined) was read as AID inh -12% and UDG counterscr 1%.
Nc1cc(Cl)ccc1Sc1ccccc1 was read as AID inh -23% and UDG counterscr -19%.
Screening Cc1ccc(NC(=O)c2oc3ccc(S(=O)(=O)N4CCC5(CC4)OCCO5)cc3c2C)cc1Cl returned AID inh 12% and UDG counterscr -7%.
Cc1ccc2oc(=O)n(CCNC(=O)Nc3ccccc3C)c2c1 was read as AID inh 2% and UDG counterscr 0%.
`O=C1N(Cc2cccc(C(F)(F)F)c2)c2ccccc2S(=O)(=O)N1c1cccc(Cl)c1` gave AID inh -19% and UDG counterscr -12%.

Quoted at random: two compounds from above.
Screening Cc1ccc(NC(=O)c2oc3ccc(S(=O)(=O)N4CCC5(CC4)OCCO5)cc3c2C)cc1Cl returned AID inh 12% and UDG counterscr -7%.
For CCOc1ccc(N2CC(c3nc(-c4ccccn4)no3)CC2=O)cc1 (centres undefined) the results were AID inh 3% and UDG counterscr 7%.

Continuation:
COc1ccc(C2C=C(c3ccccc3)Nc3nc(NC(C)=O)nn32)cc1 (centres undefined) was read as AID inh -1%&6% and UDG counterscr 10%&2%.
`COc1ccc(OC)c(-c2cc(C(=O)Nc3cnn(Cc4ccc(Cl)cc4Cl)c3)no2)c1` gave AID inh 16% and UDG counterscr 18%.
`CCC(=O)NCCSCc1ccsc1` gave AID inh 3% and UDG counterscr 0%.
`CCOc1cccc(C(=O)Nc2ccc(OCC)c3ncccc23)c1` gave AID inh 10% and UDG counterscr -9%.
O=C(NCCN1CCCCC1)c1ccc(Cn2c(SCc3cccc(F)c3)nc3cccnc32)cc1 was read as AID inh inconclusive and UDG counterscr 1%.
`CCC(C)NC(=O)c1ccc(CNC(=O)C2CCCCC2)cc1` (centres undefined) gave AID inh -11% and UDG counterscr -2%.
CCC(=O)N1c2ccccc2CC1C(=O)NCc1ccc(OC(C)C)cc1 (centres undefined) was read as AID inh 13% and UDG counterscr 9%.
Screening Cc1cccn2c(=O)cc(COc3cccc(NC(=O)COc4ccc(F)cc4)c3)nc12 returned AID inh inconclusive and UDG counterscr -3%.
For CN(CC(=O)Nc1ccc(Cl)c(Cl)c1)S(=O)(=O)Cc1ccc(F)cc1 the results were AID inh -27% and UDG counterscr -9%.
`Cn1c(=O)n(CCc2ccccc2)c(=O)c2c1nc1n2CCN1c1ccc(Cl)cc1` gave AID inh 0% and UDG counterscr 6%.
Screening O=C(CSc1nnc(Nc2cccc(F)c2)s1)Nc1ccnn1C1CCCC1 returned AID inh -1% and UDG counterscr 7%.
